High-throughput results: PubChem BioAssay, The Scripps Research Institute Molecular Screening Center
TPT1 inhibitor = C. albicans TPT1 enzyme inhibition | 300,000 compounds, 0.81% hits | recombinant caTPT1, FP RNA substrate dephosphorylation | inhibition, % at 5 µM;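 active = inhibition above the mean of all tested compounds plus 3 SD, set per screening campaign, cut at about 24% in these data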;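 note: plate controls were DMSO alone for no effect and ferristatin control at 100 nM for full effect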
proCasp3 act = procaspase-3 (human) activation; P42574; recombinant procaspase-3 D3A, Ac-DEVD-pNA absorbance 405 nm; activation, % at 8.5 µM; 330,000 compounds, 0.11% hits; AID 463141;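 active = activation above the mean of all tested compounds plus 3 SD, cut at about 21% in these data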;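 note: 0% = DMSO alone and 100% = DMSO wells spiked with extra 5 µM PC-3 D3A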
Target sequence (P42574 whole entry D9A/D28A/D175A): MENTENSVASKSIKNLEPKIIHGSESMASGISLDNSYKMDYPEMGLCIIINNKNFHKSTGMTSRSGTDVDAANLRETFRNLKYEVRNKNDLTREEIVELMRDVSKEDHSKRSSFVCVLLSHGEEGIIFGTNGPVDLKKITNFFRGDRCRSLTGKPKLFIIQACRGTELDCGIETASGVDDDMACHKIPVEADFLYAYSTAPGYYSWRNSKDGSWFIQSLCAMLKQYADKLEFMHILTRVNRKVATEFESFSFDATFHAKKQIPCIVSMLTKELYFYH
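Evaluation: percent activation relative to control range; Material: Procaspase-3 D3A mutant, all three cleavage aspartates alanine; Compound: single dose, 8.5 µM nominal compound, 0.8% DMSO; Replication: one well per compound; Signal: absorbance at 405 nm, 0 and 120 min; Schedule: 1 h preincubation plus 2 h reaction at 25 °C.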
PP1 counter = counter-screen for PP5 inhibitors: inhibitors of human PP1-alpha. P62136. purified PP1alpha, OMFP fluorescence. 320,000 compounds, 0.9% hits. inhibition, % at 6.7 µM;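 active = inhibition above the mean inhibition of all tested compounds plus 3 SD, computed separately for each screening campaign, cut at about 15% in these data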
PAFAH2 inh = PAFAH2 (human) inhibition | recombinant PAFAH2, FP-rhodamine activity probe, fluorescence polarization | inhibition, % at 3.39 µM | 340,000 compounds, 0.99% hits | AID 492956;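 active = inhibition above the mean over all tested compounds plus 3 SD, cut at about 30% in these data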;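 note: inhibitors block probe labeling of enzyme so polarization drops; 0% = enzyme with DMSO and 100% = wells lacking PAFAH2 protein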
PP5 primary = inhibitors of human protein phosphatase 5 (PP5) | P53041 | inhibition, % at 6.7 µM | 320,000 compounds, 0.18% hits | AID 1987 | purified PP5c, OMFP substrate fluorescence;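 active = inhibition above the campaign's mean inhibition across all tested compounds plus 3 SD, cut at about 9.5% in these data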;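 note: 0% = DMSO only and 100% = 100 µM cantharidin control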
Target sequence (P53041 whole entry, looked up): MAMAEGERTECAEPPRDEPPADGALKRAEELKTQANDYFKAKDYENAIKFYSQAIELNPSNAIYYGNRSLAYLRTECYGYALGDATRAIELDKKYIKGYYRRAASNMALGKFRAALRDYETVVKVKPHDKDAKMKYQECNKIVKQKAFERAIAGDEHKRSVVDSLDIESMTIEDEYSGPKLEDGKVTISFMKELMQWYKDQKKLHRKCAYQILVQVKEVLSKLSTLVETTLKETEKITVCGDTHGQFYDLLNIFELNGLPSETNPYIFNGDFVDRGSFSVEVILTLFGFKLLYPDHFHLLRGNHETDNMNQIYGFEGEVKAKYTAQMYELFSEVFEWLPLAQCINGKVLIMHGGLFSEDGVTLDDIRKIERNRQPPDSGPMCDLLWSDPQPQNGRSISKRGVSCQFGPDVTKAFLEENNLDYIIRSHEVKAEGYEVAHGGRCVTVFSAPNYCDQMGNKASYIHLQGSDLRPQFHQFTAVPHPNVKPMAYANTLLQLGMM
AHR activator = human AHR activation. P35869. AHR-responsive luciferase reporter cells, luminescence. activation, % at 5 µM. 320,000 compounds, 2.5% hits; in the data active = activation above about 47%;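 note: 0% = vehicle wells and 100% = reference agonist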
core dimer inh = HCV core protein dimerization inhibition; TR-FRET GST/Flag-core106 dimerization, 1536-well; 300,000 compounds, 0.33% hits; inhibition, % at 5 µM;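 active = inhibition above the mean of all tested compounds plus 3 SD, set per screening campaign, cut at about 45% in these data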
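Test system: GST/Flag-tagged HCV core106 proteins; Medium: KF-containing HEPES buffer, pH 7.45, DTT, CHAPS, BSA; Times: compound-protein-antibody incubation 4 h at 22.5 °C; Detection: TR-FRET 671 and 617 nm emission; Benchmarks: wells lacking GST-core106 and wells with excess unlabelled core106.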
proCasp7 act = counter-screen for procaspase-3 activators: activators of human procaspase-7; recombinant procaspase-7, Ac-DEVD-pNA absorbance 405 nm; D23A/D198A/D206A triple mutant, cannot self-cleave; scale: DMSO 0, 5 µM enzyme 100; P55210; 330,000 compounds, 0.093% hits; activation, % at 8.5 µM;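 active = percent activation above the screen-wide mean plus 3 SD, cut at about 25% in these data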
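Detection: p-Nitroaniline absorbance at 405 nm, read at 0 and 120 min; system: Uncleavable procaspase-7 mutant enzyme; evaluation: % activation from two-timepoint absorbance difference, scaled to controls; times: 1 h enzyme–compound preincubation and 2 h substrate reaction, both 25 °C; buffer or medium: Zinc-free HEPES pH 7.4 with 300 mM NaCl, 0.01% Triton X-100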
CTSL1 counter = blocks F. hepatica cathepsin L1 in PFM18AAP counter-screen | 300,000 compounds, 0.49% hits | inhibition, % at 5.96 µM | recombinant F. hepatica cathepsin L1, Z-Leu-Arg-MCA fluorescence;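 active = inhibition above the mean of all tested compounds plus 3 SD, set per screening campaign, cut at about 17% in these data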;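 note: 0% = plate median of test compound wells and 100% = 1 µM Z-Phe-Ala-diazomethylketone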
Starred values were filed as active, the others as inactive; . = no result given.

Each structure is followed by: TPT1 inhibitor	proCasp3 act	PP1 counter	PAFAH2 inh	PP5 primary	AHR activator	core dimer inh	proCasp7 act	CTSL1 counter
O=C(NC1CCCCCC1)C1CCC(=O)N(Cc2ccccc2F)C1 (stereo not given)
  1	3	-3	-1	3.0	4	-11	-6	2
CCN(Cc1ccccc1)Cc1ccc(OCc2ccccc2)cc1
  2	1	4	4	1.2	0	-13	-9	5
COc1cccc(S(=O)(=O)NCc2ccc(C(=O)Nc3ccc(Cl)cc3)cc2)c1
  1	4	2	-5	-1.3	5	8	5	4
CCOc1ccc(N2C(=O)CC(Sc3nc(O)c(CC)c(=O)[nH]3)C2=O)cc1 (stereo not given)
  -3	-4	-2	.	3.2	-2	2	-13	-2
Cc1cccc(N2CCN(C(=O)c3ccc4c(c3)OCCO4)CC2C)c1 (stereo not given)
  -1	2	0	-6	-1.3	0	-1	4	0
COc1cc(-c2nc(S(=O)(=O)c3ccc(Cl)cc3)c(N3CCOCC3)o2)cc(OC)c1OC
  2	8	-2	6	0.6	1	4	5	0
Cn1cccc1-c1nc2ccc(NC(=O)c3ccccc3)cc2[nH]1
  1	9	-5	-9	-4.4	-8	-8	-6	4
c1cc2c(cc1Oc1nc(N3CCOCC3)nc(N3CCOCC3)n1)OCO2
  1	9	-2	-3	0.8	9	1	-1	7
CCOC(=O)N1CCN(Cc2nc3ccc([N+](=O)[O-])cc3c(=O)n2-c2ccccc2F)CC1
  -3	-4	0	10	0.0	34	5	-8	10
O=C(NC1CC1)C1CCN(c2ncnc3c2sc2cccc(F)c23)CC1
  -1	6	3	-2	1.3	18	6	8	-1
CCCCN(CC)C(=O)Cc1cn(C)c2ccccc12
  0	-4	2	-4	-0.5	14	3	5	-1
CC1(C)CC(=O)C2=C(C1)OC(N)=C(C#N)C2c1cn(-c2ccccc2)nc1-c1ccccc1 (stereo not given)
  -3	-2	1	1	2.4	3	1	-3	2
COc1ccc(C(=O)N(CN2CCCC2=O)c2nccs2)cc1OC
  1	-5	1	-1	1.6	4	2	1	2
O=C1CCCc2cc3c(cc21)CC1(C3)Cc2cc3c(cc2C1)C(=O)CCC3
  4	-6	-2	-2	0.5	-2	8	1	3
CCC(=O)c1ccc(OCC(=O)OCC(=O)Nc2ccc(C)c(S(=O)(=O)N3CCCCC3)c2)cc1
  .	5	1	-11	8.0	3	.	-3	.
COc1cc(OC)cc(C(=O)N2CCCc3ccccc32)c1
  0	3	1	-3	1.6	8	8	-3	-3
CCN(c1ccccc1)S(=O)(=O)c1ccc(N2CCN(c3ccc(O)cc3)CC2)nc1
  .	-17	.	12	.	-1	.	-14	.
NS(=O)(=O)c1ccc(N2CCN(CCOc3ccc(Cl)cc3)CC2)nc1
  -4	-2	0	1	1.0	1	-2	3	2
Cc1cc(/C=C(\C#N)C(=O)NCCc2c[nH]c3ccccc23)c(C)n1C
  -1	-5	-1	-1	2.6	5	13	16	4
CCOC(=O)N1CCC(NC(=O)c2ccc(CS(=O)(=O)c3ccc(OC)cc3)o2)CC1
  -2	5	1	1	-0.2	0	3	3	0
O=C(COC(=O)CCc1ccc(S(=O)(=O)N2CCCCC2)cc1)Nc1ccc2c(c1)OCO2
  -3	1	3	11	2.0	2	29	3	-1
CC1(C)NC(C)(C)C(O)(C(N)=O)C1=O (stereo not given)
  1	6	-3	0	0.7	2	-6	4	-4
COc1ccc(NC(=O)CN2C(=O)NC(C)(C3CCCCC3)C2=O)c(OC)c1 (stereo not given)
  .	1	-4	1	2.5	1	.	5	.
O=C(NCCCn1ccnc1)/C(=C\c1ccccc1F)NC(=O)c1ccccc1
  1	1	-3	-5	-0.3	1	-8	-12	-1
O=C(CN1CCOCC1)Nc1nc2cc([N+](=O)[O-])ccc2s1
  -1	0	-3	1	-2.3	31	5	7	3
O=C(O)CSc1nc(C(F)(F)F)cc(=O)n1-c1ccccc1
  4	-3	3	-17	0.2	0	-8	-2	-2
Cc1cccc(C)c1OCCN1CCCC1
  5	3	1	8	-0.3	95*	9	7	5
O=C(N1CCOCC1)C12CC3CC(C1)CC(C(=O)N1CCOCC1)(C3)C2
  -1	1	5	-7	2.0	2	-1	-1	-3
CC(NC(=O)c1ccc(Br)cc1Br)c1ccccc1 (stereo not given)
  -5	4	-3	.	0.7	0	-2	10	-1
C=CCN1C(=O)c2ccc(C(=O)N3CCN(S(=O)(=O)c4cc(C)ccc4C)CC3)cc2C1=O
  -2	2	3	-23	3.5	1	7	-1	3
C[C@H](CO)N1C[C@H](C)[C@@H](CN(C)S(=O)(=O)c2ccc(F)cc2)Oc2ccc(NC(=O)C3CC3)cc2C1=O
  .	-4	.	3	.	2	.	0	.
CCCCn1c(N)c(N(CCC(C)C)C(=O)COC(=O)/C=C/c2ccc(F)cc2)c(=O)[nH]c1=O
  .	8	.	3	.	-1	.	0	.
Cc1ccc(S(=O)(=O)NCc2ccccc2C)cc1
  -1	9	1	-3	-0.9	-1	-7	6	-2
Cc1ccc(NC(=S)NC2CCCC2)c(C)c1
  -1	2	-6	-19	-0.7	0	6	2	-3
CCOc1ccc(NCc2cccn2-c2nnc(N3CCC(C(=O)NCCCN4CC(C)CC(C)C4)CC3)s2)cc1 (stereo not given)
  0	7	2	7	0.4	2	-13	15	-3
COc1ccc(/C=C2\SC(N)=NC2=O)cc1Br
  7	1	2	8	1.6	3	6	-8	-1
COCCn1c(SCC(=O)NC2CCCCC2)nnc1-c1ccco1
  -1	5	2	4	-1.0	1	-2	3	-2
Cc1ccccc1OCC(O)CN1CCN(CC(O)COc2ccccc2C)CC1 (stereo not given)
  3	-4	-2	2	-1.8	1	-1	3	5
O=C(CN1C(=O)NC2(CCc3ccccc32)C1=O)NCCc1ccccc1 (stereo not given)
  .	14	-2	2	-1.1	0	.	10	.
CS(=O)(=O)NC1c2cccc3cccc(c23)C1Sc1nncn1/N=C/c1ccco1 (stereo not given)
  -6	-2	0	8	0.9	8	1	-2	-2
Cc1ccc(-c2nc(-c3ccccc3)no2)c(Cl)c1
  -4	6	-5	-1	0.6	-10	11	-4	-7
O=C1NNC(c2ccccc2)=N/C1=C\c1ccco1
  5	-5	5	14	-0.3	5	5	5	-4
Cc1cccn2c(=O)c3cc(C(=O)NC4CCS(=O)(=O)C4)n(Cc4ccccc4)c3nc12 (stereo not given)
  2	18	4	1	2.4	-1	13	7	3
Cc1ccc2c(CC(=O)OCc3csc(C)n3)coc2c1
  2	1	0	9	0.0	-1	1	6	-3
COC(=O)c1ccc(-c2sc3nc(N4CCOCC4)c4c(c3c2N)CCCC4)o1
  58*	-18	2	.	2.4	2	-3	-13	3
CCCN1CCN(C(=S)Nc2ccc(S(N)(=O)=O)cc2)CC1
  -2	-15	-1	-2	-0.5	-2	-3	-17	3
COc1ccc(CNC(=O)C2CCC(CNc3c(N4CCCCC4)c(=O)c3=O)CC2)cc1 (stereo not given)
  -1	5	-3	5	-3.5	-2	0	8	-1
O=C1c2ccccc2C(=O)N1CCN1CCOCC1
  -2	11	-1	4	-0.3	1	-4	13	2
Cc1ccc(N(C(=O)Cc2c[nH]c3ccccc23)C(C(=O)NC2CCCCC2)c2ccco2)cc1 (stereo not given)
  0	-10	12	5	1.3	7	15	-2	3
Cc1cccc(CN2CCN(C(C)C(=O)NC(C)c3ccccc3)CC2)c1 (stereo not given)
  -1	-7	3	-2	2.6	2	-4	-2	0

(listing goes on)
Each structure is followed by: TPT1 inhibitor	proCasp3 act	PP1 counter	PAFAH2 inh	PP5 primary	AHR activator	core dimer inh	proCasp7 act	CTSL1 counter
CC(C)C(=O)Nc1nnc(SCc2cccc(F)c2)s1
  3	1	-2	9	2.7	-3	2	0	-4
Cc1ccccc1NC(=O)COC(=O)c1cc[n+]([O-])cc1
  -4	1	-5	3	0.0	-3	1	4	1
O=C(c1ccc(Cl)cc1)N(Cc1ccc(Br)cc1)N1C(=O)CCC1=O
  -2	6	4	-3	1.9	5	-3	6	0
CCOc1nc(N2CCCCC2)nc(-n2cc(-c3ccccc3)nn2)n1
  1	2	-1	-12	3.1	11	5	2	0
Cc1ccc(NC(=O)c2cc(S(=O)(=O)Nc3ccc(C)cc3)cs2)cc1
  0	-7	8	-21	8.4	45	4	9	-5
Cc1ccc(CNC(=O)C(NS(=O)(=O)c2cccc3nsnc23)c2ccccc2)cc1 (stereo not given)
  -1	9	2	-2	-1.7	3	3	-5	-3
CC(=O)Nc1ccc(C(=O)OCC(=O)N(Cc2ccccc2)C(C)(C)C)cc1
  2	4	-2	9	1.5	3	4	-12	1
COCCn1c(SCC(=O)Nc2cccnc2Cl)nc2cc(Cl)ccc2c1=O
  .	0	-4	0	1.9	1	.	2	.
COc1cc(C(=O)Oc2cc(C)cc(C)c2)cc(OC)c1OC
  -2	-3	-2	6	2.9	2	-3	-3	3
CC(C)(C)OC(=O)N1CCCN(C(=O)c2ccc(Cl)cc2)CC1
  0	-10	-2	-3	3.0	2	0	5	-12
COC(=O)C1=C(C)OC(N)=C(C#N)C1c1cc(OC)ccc1OC (stereo not given)
  -1	-7	2	-1	-2.5	1	0	4	-4
Cc1cc(C)cc(C(=O)NC(CC(N)=O)c2ccc(NC3CCCCC3)c([N+](=O)[O-])c2)c1 (stereo not given)
  -3	0	0	2	0.3	-1	6	-3	-4
COC(=O)/C=C1\N/C(=N\c2nc(C)cc(C)n2)N(c2ccc(C)cc2)C1=O
  1	-1	-2	-2	1.1	5	-6	11	0
O=C(O)c1cc(-c2ccco2)nc2cc3ccccc3cc12
  1	-13	-4	4	-1.3	7	3	-20	-7
CCN(CC)C(=O)c1sc(NC(=O)c2cc(-c3ccc(C)s3)nc3ccccc23)c(C(=O)OC)c1C
  5	-8	1	-14	6.0	1	-2	-9	3
Cc1cccc(C)c1NC(=O)CCCSc1nnc(-c2ccc(Cl)cc2)n1-c1ccccc1
  0	9	6	-6	0.9	0	14	5	1
Cc1nnc(SCc2nnc(-c3ccc(Cl)cc3)o2)n1-c1ccccc1
  0	-5	-1	8	3.3	12	25	3	-3
CCOC(=O)N1CCN(C(=O)CN(C2CCCCC2)S(=O)(=O)c2c(C)cc(C)cc2C)CC1
  0	7	-2	1	-1.6	0	1	0	-1
COc1cc(C(=O)Nc2ccc3c(c2)OCO3)c([N+](=O)[O-])cc1OC
  -3	3	0	-3	2.0	59*	-14	1	2
COc1ccc(OCc2cc(C(=O)N3CCC(OC)CC3)no2)c2ccccc12
  0	-2	-1	0	4.0	51*	6	-4	-2
